# PI4K2A inh = blocks human PI4K2A kinase activity. activity change, negative = inhibition, % at 76.9 µM. purified PI4K2A, ADP-Glo luminescence, 1 h; active compounds read low. AID 1346378. Q9BTU6. 420,000 compounds, 0.13% hits; in the data active = activity change below about -50%; inconclusive = mostly about -30% to -49%;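 note: -100% = wells without enzyme as full effect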
#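 ADP-Glo luminescence measured ADP generated by PI4K2A enzyme (4 ug/mL before mixing) with 1.2 mM PI substrate (pre-mix) and 300 microM ATP (pre-mix). Tris pH7.5 buffer with MgCl2, Triton X-100; 1 h reaction at ambient temperature.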
# PGK inhibitor = inhibitors of T. brucei phosphoglycerate kinase | Potency, µM (highest dose often 57.5 µM), for inactives: top-dose activity change, negative = inhibition, actives largely listed as inhibitors | P07378 | 380,000 compounds, 0.043% hits | PGK/GAPDH coupled, Kinase-Glo luminescence, 60 min; note: potency is the fitted concentration of half-maximal effect; % is set by controls: 0 for no effect and ±100 for the full control effect; nearly all actives have a fitted effect of over 60% in size
# Target sequence (P07378 whole entry, looked up): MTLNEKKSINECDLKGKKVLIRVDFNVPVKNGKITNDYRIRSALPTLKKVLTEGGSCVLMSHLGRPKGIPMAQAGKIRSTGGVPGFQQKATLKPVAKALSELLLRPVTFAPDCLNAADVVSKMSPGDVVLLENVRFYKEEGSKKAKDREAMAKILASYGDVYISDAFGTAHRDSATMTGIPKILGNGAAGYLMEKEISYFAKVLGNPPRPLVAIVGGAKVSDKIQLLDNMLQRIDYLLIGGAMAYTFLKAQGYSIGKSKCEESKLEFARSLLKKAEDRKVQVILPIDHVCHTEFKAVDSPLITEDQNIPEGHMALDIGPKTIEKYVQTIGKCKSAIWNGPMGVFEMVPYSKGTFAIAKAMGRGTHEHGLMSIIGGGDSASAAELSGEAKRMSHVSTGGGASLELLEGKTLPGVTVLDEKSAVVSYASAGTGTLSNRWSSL
#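 Luminescent ATP detection (Kinase-Glo Plus) follows a 60-minute room-temperature incubation, with wells lacking PGK as controls. Buffer: 100 mM TEA (pH 7.6), 5 mM MgCl2, 0.01% Tween-20. Coupling enzyme GAPDH (100 nM final) supplies unstable 1,3-BPG in-well.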
# G9a inh = inhibitors of human histone lysine methyltransferase G9a; G9a H3K9 monomethylation, AlphaScreen, 2 h; 350,000 compounds, 8.8% hits; Potency, µM (titrated, usually from 102 µM), without a hit: top-dose activity, negative = inhibition, hits mostly inhibitors; note: potency is the fitted concentration of half-maximal effect; % is set by controls: 0 for no effect and ±100 for the full control effect; nearly all actives have a fitted effect of over 75% in size
#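 Readings reflect AlphaScreen signal from monomethyl-H3K9 antibody detection. HMT at 20 nM; substrate b-H3K9 500 nM; cofactor SAM 20 uM; 2 h RT reaction; compounds tested as titrations in qHTS with 15 min preincubation.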
# JMJD2A Tudor inh = blocks the human JMJD2A Tudor domain; 390,000 compounds, 4.4% hits; AID 504339; Potency, µM (series often up to 114 µM), for the others: at the top dose activity change, negative = inhibition, usual class: inhibitors; AlphaScreen JMJD2A-Tudor / H3K4me3 peptide binding; O75164; note: potency is the fitted concentration of half-maximal effect; % is set by controls: 0 for no effect and ±100 for the full control effect; nearly all actives have a fitted effect of over 50% in size
# HP1b chromo inh = blocks HP1-beta chromodomain binding to methylated histone tails | P83916 | AlphaScreen HP1-beta / biotin-H3K9me3 peptide binding | Potency, µM (series often up to 114 µM), without a hit: at the top dose activity change, negative = inhibition, usual class: inhibitors | 390,000 compounds, 0.56% hits; note: potency is the fitted concentration of half-maximal effect; nearly all actives have a fitted effect of over 70% in size; inactives centre near 23
#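 Compound inhibition of the preformed complex between 50 nM HP1-beta and 50 nM biotinylated H3K9me3 peptide was read by AlphaScreen. Buffer was PBS pH 7.4 with 0.01% Tween-20. Incubations ran 30 min at room temperature, with 10 ug/mL donor/acceptor beads.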
# ERG Ets-DNA blk = blocks human ERG Ets domain binding to DNA | fluorescence polarization, His-ERG Ets domain / labelled DNA | Potency, µM (titrated, usually from 76.9 µM), inactives show top-dose FP activity, negative = inhibition, hits mostly inhibitors | 370,000 compounds, 0.028% hits; active = well fitted inhibition curve with a large enough effect in the polarisation, with a control signal flat; inconclusive = small, poorly fitted or top-dose-only effect, or effect the other way, or a change in a side signal; inactive = no such curve, though single readings can be large or run the other way; the % refers to the polarisation;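 note: polarization taken with two DNA probes labelled with fluorescein and Texas red; potency is the fitted concentration of half-maximal effect; % of control where 0% means no effect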
# Target sequence (P11308 whole entry, looked up, the tested form may be a part): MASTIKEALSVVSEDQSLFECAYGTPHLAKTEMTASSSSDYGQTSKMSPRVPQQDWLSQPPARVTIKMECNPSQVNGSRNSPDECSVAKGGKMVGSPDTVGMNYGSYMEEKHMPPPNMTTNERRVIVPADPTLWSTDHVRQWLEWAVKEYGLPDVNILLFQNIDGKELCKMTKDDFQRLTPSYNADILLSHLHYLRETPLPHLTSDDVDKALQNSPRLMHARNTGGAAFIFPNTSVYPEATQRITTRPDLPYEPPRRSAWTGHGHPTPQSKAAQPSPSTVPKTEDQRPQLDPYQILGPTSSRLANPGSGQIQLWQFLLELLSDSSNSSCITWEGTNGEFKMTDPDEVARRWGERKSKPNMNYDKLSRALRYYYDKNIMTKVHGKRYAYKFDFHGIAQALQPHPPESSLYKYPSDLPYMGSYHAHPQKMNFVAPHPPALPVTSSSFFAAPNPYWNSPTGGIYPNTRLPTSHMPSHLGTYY
#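 His-tagged ERG Ets domain (1 uM in the protein solution; 300mM KCl, 50mM Tris-HCl, 1mM EDTA, 1mM DTT, pH 7.5) received compound, then a probe mix of 5 nM fluorescein-DNA and 100nM Texas-615-DNA. Fluorescence polarization was read for both dyes.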
# BAZ2B block = BAZ2B (human) inhibition; Q9UIF8; AlphaScreen BAZ2B-H3K14Ac peptide displacement; Potency, µM (doses to about 114 µM), without a hit: at the top dose activity change, negative = inhibition, actives largely listed as inhibitors; 360,000 compounds, 4.4% hits; AID 504333; note: potency is the fitted concentration of half-maximal effect; % is set by controls: 0 for no effect and ±100 for the full control effect; nearly all actives have a fitted effect of over 60% in size
#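 Complex of BAZ2B and biotin-H3K14Ac (50 nM apiece) forms over 30 min at RT, then faces library compounds up to 110 uM for another 30 min; AlphaScreen beads added, 20 min dark incubation, luminescence read.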
# GLS inh = glutaminase GLS (human) inhibition; Potency, µM (highest dose often 45.5 µM), for inactives: at the highest dose activity change, negative = inhibition, actives largely listed as inhibitors; 410,000 compounds, 0.21% hits; AID 624170; GLS enzymatic activity, qHTS titration; O94925; note: potency is the fitted concentration of half-maximal effect; % is set by controls: 0 for no effect and ±100 for the full control effect
#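 Compounds were pin-transferred onto hKGA, after which L-glutamine (1 mM solution) and a detection mix of glutamate oxidase, HRP and Amplex Red were added. Initial and 30 min RT fluorescence reads were collected.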
# Pin1 inhibitor = blocks the human prolyl isomerase Pin1. Q13526. Pin1 FP peptide displacement, HiFluor488, 10 min. Potency, µM (doses to about 115 µM), for the others: at the highest dose activity, negative = inhibition, hits mostly inhibitors. 390,000 compounds, 0.009% hits. AID 504891; active = well fitted inhibition curve with a large enough effect in the polarisation, with a control signal flat, not every such curve was filed as active; inconclusive = small, poorly fitted or top-dose-only effect, or effect the other way, or a change in a side signal; inactive = no such curve, though single readings can be large or run the other way; the % refers to the polarisation; note: potency is the fitted concentration of half-maximal effect; % is set by controls: 0 for no effect and ±100 for the full control effect
# Target sequence (Q13526 whole entry, looked up): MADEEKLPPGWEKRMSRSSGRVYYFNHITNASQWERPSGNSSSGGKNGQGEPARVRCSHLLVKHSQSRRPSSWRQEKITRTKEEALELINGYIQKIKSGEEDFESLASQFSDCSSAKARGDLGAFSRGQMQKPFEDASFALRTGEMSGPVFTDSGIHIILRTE
# Starred values were filed as active, the others as inactive; i = inactive; ? = inconclusive; / = not tested or not shown; & = joins results of further samples; [ ] = dose if it differs, or a comment. Unless noted, calls come from the whole dose curve; as a rule, active = well fitted curve in the direction sought with a large enough effect; inconclusive = small, poorly fitted or top-dose-only effect, or another doubt; inactive = no such curve, though single readings can be large; an effect the other way counts as inactive or inconclusive.
# A first look (2 entries):
SMILES,PI4K2A inh,PGK inhibitor,G9a inh,JMJD2A Tudor inh,HP1b chromo inh,ERG Ets-DNA blk,BAZ2B block,GLS inh,Pin1 inhibitor
CC(=O)c1ccc2c(c1)CCN2,-1,-8%,/,-15%,16%,-5%,/,28%,4%
CC(C)C(=O)N1CCN(CCN2C(=O)c3cccc4cccc(c34)C2=O)CC1,-6,i,11%,-7%,34%,1%,-3%,1%,-1%

# Results, repeating the preview:
SMILES,PI4K2A inh,PGK inhibitor,G9a inh,JMJD2A Tudor inh,HP1b chromo inh,ERG Ets-DNA blk,BAZ2B block,GLS inh,Pin1 inhibitor
CC(=O)c1ccc2c(c1)CCN2,-1,-8%,/,-15%,16%,-5%,/,28%,4%
CC(C)C(=O)N1CCN(CCN2C(=O)c3cccc4cccc(c34)C2=O)CC1,-6,i,11%,-7%,34%,1%,-3%,1%,-1%
Cc1ccc2oc(-c3ccc(C)c(NC(=S)NC(=O)c4cccs4)c3)nc2c1,3,9%,17%[59 µM],-5%,24%,-1%,-7%,-1%,6%
COc1ccccc1NC(C)=[N+](C)CCNS(=O)(=O)c1ccc(Cl)cc1,-3,-4%,?,?,?,-7%,25µM*,12%,2%
COc1ccc(C(c2c(C)[nH][nH]c2=O)c2c(C)[nH][nH]c2=O)cc1Br,-8,0%,?,-20%,13%,-6%,-6%,20%,-2%
COc1ccccc1NC(=O)c1cccc(NC(=O)c2ccco2)c1,7,3%,-10%[59 µM],1%,12%,-6%,4%,7%,-8%
O=C(CC1OC(=O)c2ccccc21)Nc1cc(Cl)ccc1N1CCCC1 (centres undefined),-5,-8%,56µM*,-14%,-4%,-6%,9%,4%,-3%
CCN(CC)C(=O)Cn1c(=O)n(Cc2ccccc2Cl)c2c1c(=O)n(C)c(=O)n2C,-6,-1%,/,-12%,12%,5%,/,3%,6%
CCOC(=O)c1nnn2c1nc(Nc1cccc(C(F)(F)F)c1)c1ccccc12,-1,-3%,-2%,-19%,8%,1%,2%,0%,1%
CC(C)n1cc(CN2CCC(C(=O)Nc3ccc(Oc4ccccc4F)cc3)CC2)cn1,-1,i,2%,-13%,22%,-3%,-15%[57.1 µM],-4%,2%
CCc1noc(C)c1C(=O)N(CCCOC)c1c(N)n(Cc2ccccc2)c(=O)[nH]c1=O,0,i,7%[0.501 µM],-10%,40%[activator],6%,0%,-18%,4%
COc1ccc(CCN2C(=O)CC(Cc3cccc(C)c3)C2=O)cc1OC (centres undefined),1,-8%,35%,2%,36%,-4%,-21%,-1%,-4%
O=C(Cc1ccccc1)NCCCNC(=O)Cc1ccccc1,7,-6%,/,?,-21%,-3%,/,-7%,1%
CC(=O)Nc1c(Cl)cc2c(c1Cl)Cc1cc(N)ccc1-2,-3,-4%,/,-19%,-10%,9%,/,3%,-11%
Cc1nnc(NC(=O)C(C)Oc2ccc3c(C)cc(=O)oc3c2)s1 (centres undefined),3,-4%,34%[activator][59 µM],-6%,12%,5%,-10%,3%,3%
O=C(Nc1cccc(Cn2cccn2)c1)c1cc2c(s1)CCCC2,2,4%,-43%[12.7 µM],-4%,10%,2%,-3%,15%,-1%
CSc1nc2nc(-c3ccccc3)cc(=O)n2[nH]1,-5,i,-4%,1%,30%,-4%,8%,1%,5%
CC(C)N(C(=O)CN1C(=O)C(=O)c2ccccc21)c1ccccc1,-3,-7%,17%,-16%,-23%,-5%,-18%,-9%,4%
Cc1ccccc1Cn1cc(NC(=O)CCCn2nc([N+](=O)[O-])cc2C)cn1,3,-10%,0%,-2%,36%,-20%,-23%,-4%,0%
Cc1nnc(SCC(=O)OC2CC(C)CCC2C(C)C)[nH]c1=O (centres undefined),16,-8%,21%[59 µM],-4%,17%,-3%,10%,14%,13%
COc1ccc(OCC(O)Cn2c(Br)nc3c2c(=O)[nH]c(=O)n3C)cc1 (centres undefined),4,-3%,?,1%,23%,-9%,-4%,-4%,-9%
O=C(O)c1ccccc1P(=O)(c1ccccc1)c1ccccc1,1,5%,-6%,-13%,38%,2%,-6%,4%,1%
Cc1cc(=O)n2nc(N3CCC(C(=O)NCC(C)c4ccccc4)CC3)sc2n1 (centres undefined),-5,-9%,32%[activator],-2%,39%[activator],-7%,-9%,-7%,7%
O=C1C=C(c2ccccc2C(F)(F)F)C[C@@H](c2ccc3c(c2)OCO3)C1,5,-7%,-1%[0.501 µM],-17%,26%,-2%,4%,-1%,0%
Cc1ccc2nc3c(cc2c1)c(NC(=O)C(C)(C)C)nn3CC(C)C,4,-2%,27%[0.501 µM],34%[activator],105%[activator],6%,5%,6%,?
N/C(=N\OC(=O)c1cccs1)c1cccc(Br)c1,-4,-6%,76%[activator],40%,86%[activator],0%,33%,7%,-13%
Cc1ccc(C)c(Nc2ncccc2C(=O)NCc2cccs2)c1,3,4%,-8%[59 µM],-32%,11%,-1%,0%,9%,5%
CC1=CC(C)(C)Nc2ccc(OC(=O)CN3C(=O)c4ccccc4C3=O)cc21,2,-7%,35µM*,?,?,-8%,18µM*,-16%,-9%
O=C(CCC(F)(F)F)N1CCCC(N2CCN(c3cccc(Cl)c3)CC2)C1 (centres undefined),-3,8%,/,-19%,35%,-3%,/,15%,-1%
COc1cccc(C(=O)NC2CCSC2=O)c1 (centres undefined),0,5%,-5%,0%,36%,-11%,1%,1%,-2%
CS(=O)(=O)c1ccc(NC(=O)c2cccc(S(=O)(=O)N3CCN(Cc4ccccc4)CC3)c2)cc1,-2,0%,?,-26%,18%,-3%,-25%,-2%,46%[activator]
CCc1nnc(SCc2nc(-c3ccccc3)oc2C)c2cc3sccc3n12,0,2%,-10%[59 µM],-22%,14%,0%,-24%,10%,-1%
Cc1onc(-c2ccccc2)c1-c1ccc(S(N)(=O)=O)cc1,5&-4,-11%,-27%[2.33 µM],-2%,54%[activator],-10%,-4%,-4%&1%,-1%
Cn1c(CSc2nc3ccc(Br)cc3[nH]2)nc2ccccc21,1,6%,8%,-16%,17%,/,7%,3%,0%
O=C(NCC1CC1)C1(C(F)(F)F)C/C(=C\Cc2ccccc2)CCCO1 (centres undefined),1,-5%,/,37%&27%[activator],93%&50%[activator],-8%,/,0%,11%&5%
CC(=O)c1ccc(N2C(=O)N(CC(=O)c3ccc(C)cc3)c3ccccc3S2(=O)=O)cc1,-3,i,10%[59 µM],-11%,35%,-1%,-3%,-13%,?
COC(=O)CSc1nc(N)c(C#N)c(-c2ccc(O)cc2)c1C#N,5,-12%,-2%,-16%,42%[activator],7%,-6%,11µM*,-5%
Cc1ccc2nc(C3CCCN(C(=O)NCc4ccccc4)C3)[nH]c2c1 (centres undefined),4,-7%,1%,-17%,18%,-13%,5%,8%,1%
Cc1cc(Br)ccc1NC(=O)CN(C)C(=O)CSC(=S)N1CCCC1,-4,i,-11%[12.7 µM],-7%,44%,/,3%,1%,-3%
CCOc1ccccc1C(=O)N(Cc1cccs1)C1CCS(=O)(=O)C1 (centres undefined),-4,i,2%,-17%,26%,-2%,5%,-12%,7%
COCn1c(-c2cccc(Br)c2)nc2ccccc21,0,-4%,3%,9%,39%,-4%,2%,2%,-10%
N#Cc1nc(/C=C/c2ccc(F)cc2)oc1N1CCCCC1,5,-12%,?,24%,-19%,2%,?,8%,-12%
Cc1ccsc1C(=O)N1CCN(S(=O)(=O)c2cccc(F)c2)CC1,0,1%,28µM*,-17%,-14%,118%[activator],7%,0%,?
O=S(=O)(c1ccc(N2CCCC2)cc1)C(F)(F)F,8,1%,26%[12.7 µM],8%,41%[activator],-1%,15%,-1%,0%
O=C(Cc1cccs1)NCc1ccccc1,-3,1%,8%[59 µM],-5%,13%,0%,3%,5%,0%
CC(=O)N1CCN(C(=O)c2cc(=O)c3ccccc3o2)CC1,-7,-2%,4%,8%,7%,-6%,-1%,-13%,1%
CC(=O)Oc1ccc(N2C(=O)c3cccc4c([N+](=O)[O-])ccc(c34)C2=O)cc1,-7,-13%,/,-11%,7%,10%,6%,-8%,-21%
O=C(CN1CCCCCC1)Nc1cccc([N+](=O)[O-])c1,-1,-7%,/,-16%,18%,-6%,1%,14%,-14%
CCC(=O)c1ccc(OCC(O)CN2CCN(S(=O)(=O)N3CCCCC3)CC2)cc1 (centres undefined),-4,i,-4%[12.7 µM],-2%,32%,-6%,-4%,0%,-8%
Cc1ccc2nsnc2c1S(=O)(=O)N(Cc1ccco1)Cc1cc2cccc(C)c2[nH]c1=O,2,8%,-24%,-5%,39%[activator],-1%,11%,2%,0%
CC1C2CC(C(CN(C)C)/C2=N/O)C1(C)C (centres undefined),1,-9%,3%,-16%,24%,0%,5%,3%,-2%
Cc1ccc(OCC(=O)O/N=C(\N)c2ccccn2)cc1C,3,9%,-11%,-6%,11%,-1%,-12%,12%,0%
CCC(NC(=O)Cc1c(C)c2ccc(OC)c(C)c2oc1=O)C(=O)NC(Cc1ccc(Cl)cc1)C(=O)O (centres undefined),1,i,/,-10%,49%[activator],-4%,-5%,56%[activator],-4%
Cc1ccc(C(=O)N/C(=C/c2cccs2)C(=O)NCC2CCCO2)cc1 (centres undefined),-2,-6%,/,-4%,5%,-10%,-6%,0%,-12%

# Assay outcomes (PubChem)
